14-3-3g Raf = modulators of 14-3-3 gamma protein binding, primary screen, biochemical, fluorescence polarization; 14-3-3 protein gamma (Homo sapiens), P61981; FP, 14-3-3gamma / TMR-pS259-Raf peptide binding; inhibition, % at 40 µM; 160,000 tested, 0.19% active; AID 422, 2006; in the data active = inhibition above about 30%;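 note: 0% = protein plus tracer without compound and 100% = blank with tracer alone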
Target sequence (P61981 whole entry, looked up): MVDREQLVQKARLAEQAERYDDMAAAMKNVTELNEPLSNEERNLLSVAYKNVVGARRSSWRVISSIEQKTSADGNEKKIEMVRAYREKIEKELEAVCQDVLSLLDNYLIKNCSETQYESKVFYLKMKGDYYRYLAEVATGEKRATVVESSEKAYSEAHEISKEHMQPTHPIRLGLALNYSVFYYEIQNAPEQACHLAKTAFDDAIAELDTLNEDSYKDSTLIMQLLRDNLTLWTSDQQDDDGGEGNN
* hit, by the source's call; & = joins results of further samples. An excerpt. The share of hits here may be higher or lower than overall.

For COc1cc(C2C(C(=O)Nc3cccc(C(F)(F)F)c3)=C(C)NC3=C2C(=O)CC(C)(C)C3)ccc1O (stereo not drawn) the results were 14-3-3g Raf -16.
`O=C(NCc1ccc(Cl)cc1)c1cccn2c(=O)c3ccccc3nc12` gave 14-3-3g Raf 10.
COCCN1C2=C(C(=O)CC(C)(C)C2)C(c2cccc(OC)c2)C2=C1CC(C)(C)CC2=O was read as 14-3-3g Raf 0.
`O=C(O)c1cc2oc3ccccc3c3ccccc3oc2cc1C(=O)Nc1ccc(Cl)cc1` gave 14-3-3g Raf -6.
For CCOc1nn(-c2nc(-c3ccco3)cc(C(F)(F)F)n2)cc1[N+](=O)[O-] the results were 14-3-3g Raf 2.
Cc1ccc(Cn2nnc(C(=O)Nc3cc(C)ccc3C)c2N)cc1 was read as 14-3-3g Raf 0.
O=C(Cn1nc(-c2ccc(Cl)cc2)c2ccccc2c1=O)Nc1ccccc1 was read as 14-3-3g Raf 5.
COc1cccc(CC(NC(C)=O)C(=O)NC2CCN(c3nc(C)cc(C)c3C#N)CC2)c1 (stereo not drawn) was read as 14-3-3g Raf -7.
CCCSc1nnc(Cc2cc(=O)[nH]c(=O)[nH]2)n1-c1ccc(F)cc1 was read as 14-3-3g Raf 1.
For COc1ccc2c(c1)c(C(=O)CN1CCOCC1)c(C)n2C the results were 14-3-3g Raf 5&-4.
For CC(=O)N1C(=O)C2(C(C#N)=C(N)Oc3cc(C)oc(=O)c32)c2ccccc21 (stereo not drawn) the results were 14-3-3g Raf -7.
Screening COC(=O)CSc1nnc2n(-c3ccc(OC)cc3)c(=O)c3c4c(sc3n12)CCCCC4 returned 14-3-3g Raf 1.
Screening COc1cc(C(=O)Oc2ccc3c(c2)C(C)=CC(C)(C)N3)cc(OC)c1OC returned 14-3-3g Raf 13.
`C=CCn1c(N)cc(=O)nc1SCC(=O)NC(C)c1ccccc1` (stereo not drawn) gave 14-3-3g Raf -3.
`Cc1nc(Nc2cccc([N+](=O)[O-])c2)c2c3c(sc2n1)CCC3` gave 14-3-3g Raf 7.
`O=C(NCCC(c1ccccc1)c1ccccc1)c1cnc2n(c1=O)CCS2` gave 14-3-3g Raf -3.
`Cn1c(=O)c2nc(-c3ccc(I)cc3)oc2c2ccccc21` gave 14-3-3g Raf 0.
`Cn1ncc(N)c1C(=O)N1CCOCC1` gave 14-3-3g Raf -14.
For O=C(CN1CCCCCC1=O)OCc1ncc(-c2ccccc2)o1 the results were 14-3-3g Raf 0.
For Cc1c(C(=O)NC2CCCC(C)C2C)oc2ccc(S(=O)(=O)N3CCCCCC3)cc12 (stereo not drawn) the results were 14-3-3g Raf -3.
`COC(=O)c1ccc(Oc2nc(Nc3ccccc3)nc(N(C)C)n2)cc1` gave 14-3-3g Raf 1.
For CCN(CC)S(=O)(=O)c1ccc(C(=O)Nc2c3c(nn2C(C)(C)C)CS(=O)(=O)C3)cc1 the results were 14-3-3g Raf 1.
For CCOC(=O)c1c(C)[nH]c(C(=O)COC(=O)c2oc3ccc(OC)cc3c2C)c1C the results were 14-3-3g Raf 1.
`Cc1nnc2n(c1=O)C(CS(=O)(=O)c1ccccc1)CS2` (stereo not drawn) gave 14-3-3g Raf -2.
Screening CC1=C(C(=O)Nc2ccc(Br)cn2)C(c2ccc([N+](=O)[O-])cc2)C2=C(CC(C)(C)CC2=O)N1 (stereo not drawn) returned 14-3-3g Raf -4.
Screening Cc1ccc(Nc2nc(Oc3ccc(OCc4ccccc4)nn3)nc(N3CCOCC3)n2)cc1 returned 14-3-3g Raf 1.
Screening Cc1ccccc1Cn1c(C(C)NC(=O)c2ccccc2)nc2ccccc21 (stereo not drawn) returned 14-3-3g Raf -3.
Screening CCCOc1ccc(CSc2nnc(CCC)n2N)cc1 returned 14-3-3g Raf -2.
Cc1ccccc1Cn1c(=O)n(-c2ccc(CC(=O)NC3CCCC3)cc2)c(=O)c2ccccc21 was read as 14-3-3g Raf -5.
Screening C=CCn1c(CSc2nc3ccccc3s2)nnc1SCC(=O)OCC returned 14-3-3g Raf -2.
For Cc1cc(C)nc(NC(=O)CCN2C(=O)C3C4C=CC(C4)C3C2=O)n1 (stereo not drawn) the results were 14-3-3g Raf -3.
COc1ccc(C)cc1NC(=O)C(=O)NCC1CCCO1 (stereo not drawn) was read as 14-3-3g Raf -5.
For COC(=O)C1=C(N)Oc2cc(C)n(CC3CCCO3)c(=O)c2C1c1ccc(Cl)cc1 (stereo not drawn) the results were 14-3-3g Raf -4.
`CC1(C)CC(=O)C=C(NC2CCS(=O)(=O)C2)C1` (stereo not drawn) gave 14-3-3g Raf 2.
Screening C=CCN(CC=C)c1nc2ccccc2nc1C(C#N)C(=O)OCCOC (stereo not drawn) returned 14-3-3g Raf -15.
Screening CCN(CC)C(C(=O)NC1CCCC1)c1cc2c(cc1[N+](=O)[O-])OCO2 (stereo not drawn) returned 14-3-3g Raf 1.
Screening Clc1ccc(CSc2nnc([C@@H]3CCCN3)o2)cc1Cl returned 14-3-3g Raf -1.
`CC(C)Cn1cc(C(=O)Nc2ccc(C(C)C)cc2)c2c3ccccc3n(C)c2c1=O` gave 14-3-3g Raf 4.
`CCC(C)C(=O)Nc1ccc(NC(=O)C(C)CC)c([N+](=O)[O-])c1` (stereo not drawn) gave 14-3-3g Raf 0.
O=C1c2ccccc2C2=NS(=O)(=O)c3cccc1c32 was read as 14-3-3g Raf 4.
COc1ccc2cc(C#N)c(Nc3ccc(OC)c(Cl)c3)nc2c1 was read as 14-3-3g Raf -13.
Screening CCc1sc(-c2cc3ccccc3oc2=O)nc1-c1ccc(Cl)cc1 returned 14-3-3g Raf -19.
For Nc1c(C(=O)N2CCOCC2)sc2nc(-c3ccccc3)cc(C(F)(F)F)c12 the results were 14-3-3g Raf 3.
`CCOC(=O)C1=C(C)NC2=C(C(=O)CC(C)(C)C2)C1c1ccc(O)c([N+](=O)[O-])c1` (stereo not drawn) gave 14-3-3g Raf 7.
Screening COC(=O)c1ccsc1NC(=O)CN1CCN(c2ccc(F)cc2)CC1 returned 14-3-3g Raf -2.
Screening O=C(Nc1c(C(=O)N2CCOCC2)cnn1-c1ccccc1Cl)c1ccco1 returned 14-3-3g Raf 2.
For CN(C)CCCNc1c2c(c(C#N)c3nc4ccccc4n13)CCCC2 the results were 14-3-3g Raf -23.
CCOc1ccc(Br)cc1C1CC(=O)Nc2cc3c(cc21)OCO3 (stereo not drawn) was read as 14-3-3g Raf 7.
`COc1cccc2cc(C(=O)N3CCC(C)CC3)c(=O)oc12` gave 14-3-3g Raf 8.
For COC(=O)c1ccccc1N(C)C(=O)C12CCC(C)(C(=O)O1)C2(C)C (stereo not drawn) the results were 14-3-3g Raf 2.
For O=C(Nc1c2c(nn1-c1ccc(F)cc1)CS(=O)(=O)C2)c1ccccc1Cl the results were 14-3-3g Raf 4.
`O=C(c1ccc(S(=O)(=O)N2CCCC2)cc1)N1CCN(Cc2ccc3c(c2)OCO3)CC1` gave 14-3-3g Raf 0.
For C=C(C)Cn1c(SCC(=C)Br)nc2sc3c(c2c1=O)CCCC3 the results were 14-3-3g Raf -24.
Screening O=C(CCCn1c(=S)[nH]c2cc3c(cc2c1=O)OCO3)N1CCN(c2ccc(Cl)cc2)CC1 returned 14-3-3g Raf -8.
`CC1CN(C(=O)Cn2cc([N+](=O)[O-])cn2)CC(C)O1` (stereo not drawn) gave 14-3-3g Raf 0.
For COc1cccc(Nc2nnc(-c3cc4c(CO)cnc(C)c4oc3=O)s2)c1 the results were 14-3-3g Raf -17.
Screening COc1ccccc1C(=O)Nc1ccc(Cl)c(-c2nc3ccc(C)cc3o2)c1 returned 14-3-3g Raf -64.
`O=C(Cc1ccccc1)Nc1ccc(N2CCOCC2)cc1N1CCOCC1` gave 14-3-3g Raf 5.
`COc1cc(OC)cc(-c2nc(-c3ccccc3)c(-c3cccs3)[nH]2)c1` gave 14-3-3g Raf -40.
Screening Cc1cc(C)n2c3c(c(C#N)c2n1)CCCC3 returned 14-3-3g Raf -1.
COc1ccc(C(=O)Oc2ccc(C)cc2-n2nc3ccccc3n2)cc1S(=O)(=O)N1CCOCC1 was read as 14-3-3g Raf -8.
For C=CCNS(=O)(=O)c1nc(C)c(Cl)c(C)c1C#N the results were 14-3-3g Raf -6.
Screening C=CCn1c(=O)c2ccccc2n2c(SCC(=O)Nc3cc(C)on3)nnc12 returned 14-3-3g Raf 7.
Screening COc1cccc(-c2nc(-c3ccc(NC(=O)c4cccnc4)cc3)no2)c1 returned 14-3-3g Raf -7&7.
`Cc1cc(C(F)(F)F)n2ncnc2n1` gave 14-3-3g Raf -3.
CN(C)c1ccc(Nc2cc(N3CCC(=O)CC3)c3noc4c3c2C(=O)c2ccccc2-4)cc1 was read as 14-3-3g Raf -27.
COc1ccc(OC)c(-n2c(SCC(C)=O)nnc2-c2cccc(S(=O)(=O)N(C)C)c2)c1 was read as 14-3-3g Raf -2.
COc1cccc(-n2nnnc2SCC(=O)NCc2ccc3c(c2)OCO3)c1 was read as 14-3-3g Raf -1.
`O=C(NCCc1ccc(F)cc1)C(=O)Nc1ccccc1` gave 14-3-3g Raf 1.
Screening CCCOc1ccc(Cc2nnn(CC(=O)O)n2)cc1 returned 14-3-3g Raf 1.
Screening CCSCCOC(=O)C1=C(C)NC2=C(C(=O)CC(C)(C)C2)C1c1ccc(SC)cc1 (stereo not drawn) returned 14-3-3g Raf 5.
For CC(C)(C)c1ccc(C(=O)Nc2nc(-c3ccc([N+](=O)[O-])cc3)cs2)cc1 the results were 14-3-3g Raf -9.
O=S(=O)(c1ccc(C2CCCCC2)cc1)N1CCc2ccccc21 was read as 14-3-3g Raf -21.
Screening COC(=O)Cn1c(=S)[nH]c2ccc(F)cc2c1=O returned 14-3-3g Raf -6.
COc1cc(OC)cc(C(=O)Nc2cc(C(=O)N3CCCC3)ccc2N2CC3CC(C2)c2cccc(=O)n2C3)c1 (stereo not drawn) was read as 14-3-3g Raf -6.
Cc1ccc(C)c(S(=O)(=O)N=C2C=C(NS(=O)(=O)c3ccccc3)C(=O)c3ccccc32)c1 was read as 14-3-3g Raf -343.
`Cc1ccc2nc(CCc3nc4ccc(C)cc4o3)oc2c1` gave 14-3-3g Raf -7.
For CCC(Sc1nc2c(cnn2-c2ccc(F)cc2)c(=O)[nH]1)C(=O)OC (stereo not drawn) the results were 14-3-3g Raf 6.
For CCOc1ccc(N2C(=O)NC(Cc3c[nH]c4ccccc34)C2=O)cc1 (stereo not drawn) the results were 14-3-3g Raf -4.
`Cc1cc(OCC(=O)Nc2ccc(S(=O)(=O)Nc3ncccn3)cc2)ccc1C(C)C` gave 14-3-3g Raf -5.
For Cc1cc(C)n2nc(SCC(=O)NCc3ccccc3)nc2n1 the results were 14-3-3g Raf -3.
O=C(O)C1C2CCC(C2)C1C(=O)Nc1cc(F)ccc1F (stereo not drawn) was read as 14-3-3g Raf 7.
For COc1ccc(NC(=O)CSc2nnc(Cc3cccn3C)n2-c2ccc(F)cc2)cc1OC the results were 14-3-3g Raf -4.
COc1ccc(-n2c(=O)cc(N3CCOCC3)[nH]c2=O)cc1 was read as 14-3-3g Raf -4.
COc1ccccc1OCCCn1c(=O)oc2ccc(C)cc21 was read as 14-3-3g Raf 0.
Screening COC(=O)c1cc(=O)n2c(n1)sc1cc(OC)ccc12 returned 14-3-3g Raf 9.
For O=C(c1ccc2c(c1)OCO2)N(Cc1cccs1)C1(C(=O)NC2CCCC2)CCCCC1 the results were 14-3-3g Raf 1.
Screening CC(C)(C)c1ccc(-c2csc(NC(=O)c3cc(=O)c4ccccc4o3)n2)cc1 returned 14-3-3g Raf 3.
For CC(=O)N1CCN(S(=O)(=O)c2ccc(S(=O)(=O)NCC(C)C)cc2)CC1 the results were 14-3-3g Raf 0.
COC(=O)c1ccc2c(c1)C(=O)N(c1nccs1)C2=O was read as 14-3-3g Raf -18.

2 records picked at random from the list so far, as already listed:
CCCSc1nnc(Cc2cc(=O)[nH]c(=O)[nH]2)n1-c1ccc(F)cc1 was read as 14-3-3g Raf 1.
Cc1ccc(Cn2nnc(C(=O)Nc3cc(C)ccc3C)c2N)cc1 was read as 14-3-3g Raf 0.

Going on with the list.
`CCOCCOC(=O)C1=C(C)NC2=C(C(=O)CC(c3ccccc3)C2)C1c1cccc2ccccc12` (stereo not drawn) gave 14-3-3g Raf 2.
CCN(CC)C(=O)C(C)N(C#N)c1nc(SC)nc(N(C)C)n1 (stereo not drawn) was read as 14-3-3g Raf 11.
`CCc1ccc(-c2cn(-c3ccccc3F)c(=S)[nH]2)cc1` gave 14-3-3g Raf -11.
`COc1ccc(N(C)C(=O)Nc2ccc3c(c2)nnn3C)cc1` gave 14-3-3g Raf -3.
Screening Cc1nc(=O)c(-c2ccccc2)c(C)n1-c1cccc(C(=O)O)c1 returned 14-3-3g Raf -4.
For COc1cc(NC(=O)c2ccco2)c(OC)cc1NC(=O)Nc1cccc(Cl)c1 the results were 14-3-3g Raf -12.

By substructure, the compounds so far with a Cl atom.
`O=C(NCc1ccc(Cl)cc1)c1cccn2c(=O)c3ccccc3nc12` gave 14-3-3g Raf 10.
`O=C(O)c1cc2oc3ccccc3c3ccccc3oc2cc1C(=O)Nc1ccc(Cl)cc1` gave 14-3-3g Raf -6.
O=C(Cn1nc(-c2ccc(Cl)cc2)c2ccccc2c1=O)Nc1ccccc1 was read as 14-3-3g Raf 5.
For COC(=O)C1=C(N)Oc2cc(C)n(CC3CCCO3)c(=O)c2C1c1ccc(Cl)cc1 (stereo not drawn) the results were 14-3-3g Raf -4.
Screening Clc1ccc(CSc2nnc([C@@H]3CCCN3)o2)cc1Cl returned 14-3-3g Raf -1.
COc1ccc2cc(C#N)c(Nc3ccc(OC)c(Cl)c3)nc2c1 was read as 14-3-3g Raf -13.
Screening CCc1sc(-c2cc3ccccc3oc2=O)nc1-c1ccc(Cl)cc1 returned 14-3-3g Raf -19.
Screening O=C(Nc1c(C(=O)N2CCOCC2)cnn1-c1ccccc1Cl)c1ccco1 returned 14-3-3g Raf 2.
For O=C(Nc1c2c(nn1-c1ccc(F)cc1)CS(=O)(=O)C2)c1ccccc1Cl the results were 14-3-3g Raf 4.
Screening O=C(CCCn1c(=S)[nH]c2cc3c(cc2c1=O)OCO3)N1CCN(c2ccc(Cl)cc2)CC1 returned 14-3-3g Raf -8.
Screening COc1ccccc1C(=O)Nc1ccc(Cl)c(-c2nc3ccc(C)cc3o2)c1 returned 14-3-3g Raf -64.
For C=CCNS(=O)(=O)c1nc(C)c(Cl)c(C)c1C#N the results were 14-3-3g Raf -6.
For COc1cc(NC(=O)c2ccco2)c(OC)cc1NC(=O)Nc1cccc(Cl)c1 the results were 14-3-3g Raf -12.
